EBNA-1 inhibitor = blocks EBNA-1 binding to DNA | EBNA-1 DNA binding, fluorescence polarization | inhibition, % at 14.8 µM | 300,000 compounds, 0.34% hits | AID 1950; in the data active = inhibition above about 28%
PAFAH2 FP inh = PAFAH2 (human) inhibition; inhibition, % at 3.39 µM; 340,000 compounds, 0.99% hits; recombinant PAFAH2, FP-rhodamine activity probe, fluorescence polarization; AID 492956;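 active = inhibition above the mean over all tested compounds plus 3 SD, cut at about 30% in these data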;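 note: inhibitors block probe labeling of enzyme so polarization drops; 0% = enzyme with DMSO and 100% = wells lacking PAFAH2 protein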
LYPLA1 counter = LYPLA1 (human) inhibition in PME1 counter-screen; O75608; recombinant LYPLA1, FP-Rh probe fluorescence polarization; inhibition, % at 5.9 µM; 320,000 compounds, 0.16% hits;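 active = inhibition above the mean of all tested compounds plus 3 SD, set per campaign, cut at about 14% in these data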;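 note: inhibitors block serine hydrolase probe labeling of LYPLA1 so polarization falls; 0% = enzyme with DMSO and 100% = wells lacking LYPLA1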
Target sequence (O75608 whole entry, looked up): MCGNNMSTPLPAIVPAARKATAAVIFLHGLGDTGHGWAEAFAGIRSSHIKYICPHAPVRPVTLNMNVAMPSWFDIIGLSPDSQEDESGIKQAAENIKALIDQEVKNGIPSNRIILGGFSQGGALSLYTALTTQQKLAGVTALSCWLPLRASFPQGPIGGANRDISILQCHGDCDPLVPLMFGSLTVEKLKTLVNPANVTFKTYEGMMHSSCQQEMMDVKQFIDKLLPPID
PREPL inh = inhibits the human prolyl oligopeptidase-like enzyme. Q4J6C6. recombinant PREPL, fluorescence polarization activity-based probe. inhibition, % at 5.96 µM. 320,000 compounds, 0.68% hits. AID 2751; in the data active = inhibition above about 43%;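 note: 0% = enzyme with DMSO and 100% = wells lacking enzyme; many of its hits are not listed in these tables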
LYPLA2 inh = counter-screen for PME1 inhibitors: inhibitors of human LYPLA2; 320,000 compounds, 0.38% hits; recombinant LYPLA2, FP-Rh probe fluorescence polarization; AID 2177; inhibition, % at 5.9 µM;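 active = inhibition above the screen-wide mean plus 3 SD, limit set per campaign, cut at about 26% in these data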;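 note: 0% = LYPLA2 with DMSO and 100% = wells lacking LYPLA2 enzyme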
PAFAH1B3 FP inh = inhibitors of human PAFAH1B3; recombinant PAFAH1B3, FP-rhodamine probe, fluorescence polarization; 340,000 compounds, 0.28% hits; inhibition, % at 3.39 µM; Q15102;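 active = inhibition above the screen-wide average of all tested compounds plus 3 SD, cut at about 25% in these data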;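 note: 0% = enzyme with DMSO only and 100% = wells lacking PAFAH1B3 protein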
Target sequence (Q15102 whole entry, looked up): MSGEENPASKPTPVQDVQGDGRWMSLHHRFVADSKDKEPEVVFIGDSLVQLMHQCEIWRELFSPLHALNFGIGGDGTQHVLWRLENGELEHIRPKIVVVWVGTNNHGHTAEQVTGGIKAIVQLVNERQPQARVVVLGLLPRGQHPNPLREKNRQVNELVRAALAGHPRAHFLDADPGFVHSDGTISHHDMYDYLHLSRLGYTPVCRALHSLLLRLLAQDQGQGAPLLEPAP
ZTA DNA inh = blocks Epstein-Barr virus ZTA, an EBNA-1 counter-screen. ZTA-DNA binding, fluorescence polarization. 320,000 compounds, 0.15% hits. AID 2234. P03206. inhibition, % at 11 µM; in the data active = inhibition above about 33%
Target sequence (P03206 whole entry, looked up): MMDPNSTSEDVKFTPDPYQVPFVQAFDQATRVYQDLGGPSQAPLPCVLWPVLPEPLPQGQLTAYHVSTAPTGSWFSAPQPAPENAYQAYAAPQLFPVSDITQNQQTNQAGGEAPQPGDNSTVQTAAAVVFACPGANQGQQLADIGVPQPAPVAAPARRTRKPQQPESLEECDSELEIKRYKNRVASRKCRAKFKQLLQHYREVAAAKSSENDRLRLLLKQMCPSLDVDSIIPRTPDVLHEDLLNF
PAD4 inh = blocks human protein arginine deiminase 4; 330,000 compounds, 0.41% hits; recombinant PAD4, RCA probe fluorescence polarization; Q9UM07; inhibition, % at 6.36 µM; AID 485272;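 active = percent inhibition above a cutoff equal to the mean of all tested compounds plus 3 SD, cut at about 15% in these data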;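 note: 0% = PAD4 with RCA probe and DMSO and 100% = probe without PAD4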
GSTO1 counter = GSTO1 inhibition, counter-screen for RBBP9 inhibitors; inhibition, % at 5.96 µM; recombinant GSTO1, activity-based probe fluorescence polarization; AID 1974; 300,000 compounds, 1.1% hits; P78417;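 active = inhibition above the campaign mean inhibition plus 3 SD, cut at about 35% in these data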;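 note: 0% = GSTO1-1 with DMSO and 100% = wells lacking GSTO1-1 enzyme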
Target sequence (P78417 whole entry, looked up): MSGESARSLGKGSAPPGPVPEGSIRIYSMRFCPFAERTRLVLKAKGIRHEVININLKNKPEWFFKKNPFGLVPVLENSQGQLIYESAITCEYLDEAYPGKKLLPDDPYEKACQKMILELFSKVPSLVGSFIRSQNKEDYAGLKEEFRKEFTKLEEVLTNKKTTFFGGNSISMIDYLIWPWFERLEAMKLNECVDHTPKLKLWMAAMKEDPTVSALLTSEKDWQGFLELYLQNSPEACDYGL
An asterisk follows results filed as active; x = no result given. An excerpt. The share of hits here may be higher or lower than overall.

SMILES	EBNA-1 inhibitor	PAFAH2 FP inh	LYPLA1 counter	PREPL inh	LYPLA2 inh	PAFAH1B3 FP inh	ZTA DNA inh	PAD4 inh	GSTO1 counter
O=C(N/N=C/c1c(O)n(Cc2ccco2)c(=O)[nH]c1=O)c1ccccc1	-13.0	25.9	4.0	3.7	-0.5	14.1	-6.1	-0.4	1.7
COc1ccc(NC(=O)Cn2cnc3sc(C)c(S(=O)(=O)N4CCOCC4)c3c2=O)cc1Cl	-0.1	-2.2	-5.5	8.4	4.3	9.1	-6.8	-2.1	9.9
c1ccc(N(c2ccccc2)c2nc(-n3ccnc3)nc(-n3ccnc3)n2)cc1	-3.2	-0.5	-3.5	-25.5	4.6	-1.7	-17.3	4.3	-6.3
COc1ccc(O)c(/C=C(\C#N)C(=O)Nc2cccnc2)c1	6.9	-0.5	0.3	0.2	6.8	10.3	15.8	-0.3	2.2
CC(Sc1n[nH]c(-c2ccccc2)n1)C(=O)c1c(N)n(C)c(=O)n(C)c1=O (stereo unspecified)	-10.8	-4.9	0.6	9.1	1.4	-1.4	1.5	1.8	-5.0
Cc1cc(F)ccc1S(=O)(=O)Nc1ccc(O)c(Sc2ncn[nH]2)c1	2.1	4.9	-1.2	-2.2	-0.6	6.2	-1.0	-5.4	14.0
Cc1cccc(NS(=O)(=O)c2ccc(NC(=O)CN(c3cc([N+](=O)[O-])ccc3C)S(C)(=O)=O)cc2)c1	-0.1	-33.2	-32.6	-11.6	-49.0	-15.1	-7.7	-0.8	-23.9
O=S(=O)(c1ccccc1)N1N=C(c2cccs2)CC1c1ccc(F)cc1 (stereo unspecified)	11.6	2.9	-2.2	-0.3	0.5	10.5	19.4	-0.9	-6.7
CCCCN(C(=O)c1cc(=O)[nH]c2ccccc12)c1c(N)n(CCC)c(=O)[nH]c1=O	-0.6	x	1.4	16.9	6.8	x	-12.4	5.5	-1.1
CCOc1ccc(C(=O)CCC(=O)N2CCN(c3ccccc3O)CC2)cc1	x	8.3	x	14.8	x	1.4	x	-3.0	x
Oc1c(Cl)cc(Cl)cc1C=Nc1ccc2c(c1)OCCO2	16.6	6.2	3.3	-1.6	-1.0	4.4	5.4	-6.2	8.8
COc1ccc(S(=O)(=O)Nc2ccc(F)c(F)c2)cc1Cl	-7.6	-0.7	-0.2	8.0	-7.1	8.5	-12.4	-2.2	0.0
CCOC(=O)Cc1nnc(NC(=O)c2cccc(OCC)c2)s1	-9.2	-1.6	-0.8	10.8	-3.6	8.2	9.9	-2.7	-12.1
Cn1cc([N+](=O)[O-])c(C(=O)N/N=C/c2ccccc2)n1	-2.6	13.9	-0.1	10.6	5.5	-5.0	3.4	3.8	-1.5
COc1ccc(CN2CCN(CC(=O)Nc3ccccc3C(=O)NC3CC3)CC2)cc1F	x	1.9	-1.3	2.9	3.9	2.0	-0.3	1.7	x
Cc1ccc(Cn2cnc3ccccc32)cc1	-15.2	-2.5	-0.9	-13.4	2.5	6.3	4.5	-7.9	3.2
CCN(CC)S(=O)(=O)c1ccc(N2CC(C(=O)N3CCOCC3)CC2=O)cc1 (stereo unspecified)	x	6.6	-1.6	-0.3	-1.9	-2.5	4.2	-5.8	x
COc1ccc(C2Nc3ccccc3C(=O)N2NS(=O)(=O)c2ccc(C)cc2)cc1 (stereo unspecified)	4.5	7.8	-3.6	-3.8	-7.4	6.8	-0.6	0.2	3.2
CC(=O)NCCOc1ccc(C(=O)O)cc1	-13.7	1.1	-2.2	-5.7	8.7	1.3	-9.6	-5.2	-3.8
CCOc1ccc(CCNC(=O)COC(=O)c2ccc(S(=O)(=O)N3CCCC3)cc2)cc1OCC	6.8	1.6	2.5	16.1	1.5	4.7	-10.3	-1.2	8.1
Cn1c(=O)c2c(nc(SCCN3CCOCC3)n2Cc2ccc(F)cc2)n(C)c1=O	-2.5	14.8	1.7	-0.6	4.1	2.5	-2.6	2.0	3.1
O=C(CN1CCN(CCC(=O)Nc2ccccc2F)CC1)Nc1ccc(F)cc1	0.1	1.0	2.0	3.4	2.0	1.1	25.3	-2.3	3.7
O=C(CNC(=O)c1ccccn1)N/N=C/c1ccccc1	-12.8	-0.2	1.3	-2.3	4.1	3.2	11.9	-0.3	3.5
COC(=O)c1ccc(NC(=O)c2c(C(=O)Nc3ccccc3)sc3nc(C)cc(=O)n23)cc1	4.2	-19.6	-9.6	-59.1	-32.2	-14.2	7.0	-8.1	-16.6
CCOc1cc(NC(=S)NCCCOC)c(OCC)cc1NC(=O)c1ccco1	1.9	-2.0	-0.6	4.7	-2.4	23.5	17.2	1.7	-1.0
O=C(Oc1ccccc1C(=O)Oc1ccccc1)c1ccco1	-10.2	1.1	-1.1	11.1	2.8	4.8	-7.0	-5.9	-3.3
CN(C)C(=S)Nc1ccc(Cl)cc1	3.8	0.5	-1.3	18.1	-5.5	2.8	-1.2	4.8	4.2
CC(C)c1cc(-c2cc(-c3ccc(Cl)cc3)on2)nc(NC2CCCC2)n1	-2.1	4.0	-0.5	-9.7	5.6	9.2	7.5	-0.9	-0.6
CC1CCC(NC(=O)CNC(=O)Cc2cccc3ccccc23)CC1 (stereo unspecified)	5.2	15.9	-1.6	2.3	-1.7	10.3	-2.3	-2.4	2.9
O=C(NCc1ccccc1OC(F)(F)F)C1CCC(=O)N(Cc2cccc(F)c2)C1 (stereo unspecified)	-2.9	8.5	2.8	7.5	3.7	2.9	-8.4	-1.6	1.6
O=c1cc(C(F)(F)F)nc(-c2ccccc2)[nH]1	8.3	4.3	0.6	5.8	-2.4	-1.2	14.1	1.3	-12.0
CC1(C)CC(=O)C2=C(C1)N(c1ccc(F)cc1)C(=O)CC2c1ccccc1 (stereo unspecified)	-3.8	0.1	-2.1	8.0	2.1	4.7	3.7	-1.0	-7.0
O=[N+]([O-])c1cccc(OCCCN2CCC(Cc3ccccc3)CC2)c1	2.5	-1.3	15.8*	7.3	32.0*	6.8	-6.0	-5.8	2.8
CC(C)(C#N)C(C)(C)c1nn[nH]n1	7.1	-7.8	-1.2	-0.8	-0.3	12.0	-12.2	3.9	6.8
CN(c1ccccc1)c1nc(N)c([N+](=O)[O-])c(Nc2ccccc2)n1	9.6	0.9	-6.2	-2.6	-6.1	5.5	3.2	1.0	-0.2
Cc1cc(N2CCCCC2C)nc(-c2ccccc2O)n1 (stereo unspecified)	1.5	-2.7	1.1	10.5	-2.4	1.1	-4.9	1.2	8.3
Cc1nn(-c2ccccc2)c(NC(=O)c2cccs2)c(-c2ccccc2Cl)c1=O	-2.6	x	2.0	12.6	1.2	x	-10.5	1.6	14.7
O=C(O)c1cc(C2CC2)nn1-c1ccccc1	-10.9	1.7	-2.3	10.8	5.0	1.3	-9.5	3.4	-6.8
COc1cc(C2NC(=S)NC(c3ccccc3)=C2C(C)=O)ccc1O (stereo unspecified)	-7.7	-0.8	-4.3	0.4	-0.9	4.0	-3.5	-1.4	9.9
CCc1ccc(CNC(=O)C2CCN(S(=O)(=O)N3CC(C)CC(C)C3)CC2)cc1 (stereo unspecified)	-19.6	-5.4	2.6	3.2	12.4	8.0	-3.8	-0.8	4.5

Ordered by length of the SMILES (largest number first): nine of the compounds above
SMILES	EBNA-1 inhibitor	PAFAH2 FP inh	LYPLA1 counter	PREPL inh	LYPLA2 inh	PAFAH1B3 FP inh	ZTA DNA inh	PAD4 inh	GSTO1 counter
COC(=O)c1ccc(NC(=O)c2c(C(=O)Nc3ccccc3)sc3nc(C)cc(=O)n23)cc1	4.2	-19.6	-9.6	-59.1	-32.2	-14.2	7.0	-8.1	-16.6
Cn1c(=O)c2c(nc(SCCN3CCOCC3)n2Cc2ccc(F)cc2)n(C)c1=O	-2.5	14.8	1.7	-0.6	4.1	2.5	-2.6	2.0	3.1
CN(c1ccccc1)c1nc(N)c([N+](=O)[O-])c(Nc2ccccc2)n1	9.6	0.9	-6.2	-2.6	-6.1	5.5	3.2	1.0	-0.2
O=[N+]([O-])c1cccc(OCCCN2CCC(Cc3ccccc3)CC2)c1	2.5	-1.3	15.8*	7.3	32.0*	6.8	-6.0	-5.8	2.8
CCOc1cc(NC(=S)NCCCOC)c(OCC)cc1NC(=O)c1ccco1	1.9	-2.0	-0.6	4.7	-2.4	23.5	17.2	1.7	-1.0
COc1cc(C2NC(=S)NC(c3ccccc3)=C2C(C)=O)ccc1O (stereo unspecified)	-7.7	-0.8	-4.3	0.4	-0.9	4.0	-3.5	-1.4	9.9
O=C(CNC(=O)c1ccccn1)N/N=C/c1ccccc1	-12.8	-0.2	1.3	-2.3	4.1	3.2	11.9	-0.3	3.5
Cc1cc(N2CCCCC2C)nc(-c2ccccc2O)n1 (stereo unspecified)	1.5	-2.7	1.1	10.5	-2.4	1.1	-4.9	1.2	8.3
CC(C)(C#N)C(C)(C)c1nn[nH]n1	7.1	-7.8	-1.2	-0.8	-0.3	12.0	-12.2	3.9	6.8

Further records.
SMILES	EBNA-1 inhibitor	PAFAH2 FP inh	LYPLA1 counter	PREPL inh	LYPLA2 inh	PAFAH1B3 FP inh	ZTA DNA inh	PAD4 inh	GSTO1 counter
COc1cccc(N(C(=O)c2ccco2)c2nc(-c3sc(NC(=O)c4ccco4)nc3C)cs2)c1	-2.9	-6.2	-15.2	6.5	-6.0	-1.2	5.0	-7.9	-0.9
Nc1nonc1C(=O)OCC(=O)N1CCOCC1	-3.5	-2.3	2.0	11.2	10.3	5.3	-6.3	-1.2	2.2
Cc1ccc(-n2ccc(=O)c(C(=O)Nc3ccc(S(=O)(=O)Nc4nccc(C)n4)cc3)n2)cc1	-6.4	3.0	1.4	-7.7	-0.6	-1.2	-1.7	-4.7	-9.8
Cc1ccc(OCC(=O)NCc2ccco2)c([N+](=O)[O-])n1	-0.5	0.0	0.3	16.3	-2.9	8.9	-2.8	-2.6	0.9
Cc1nc([N+](=O)[O-])cn1CC(=O)Nc1ccc(F)c(Cl)c1	0.8	0.0	-0.9	-21.2	44.7*	-2.5	-0.2	1.0	7.0
Cc1noc(C)c1COc1ccccc1C(=O)NCCOc1ccccc1F	x	3.4	-2.1	3.6	0.6	5.9	4.5	5.2	x
c1csc(-c2nc3ccccn3c2NC2CCCCC2)c1	-5.1	0.1	-0.2	-3.5	2.5	6.3	-6.6	-3.0	2.8
O=C(OCC(O)COc1ccccc1)c1ccc([N+](=O)[O-])cc1 (stereo unspecified)	9.9	-3.5	0.8	12.4	9.5	6.8	-0.8	1.9	3.6
O=C(NCCc1ccccc1)C(c1ccc(F)cc1)N(C(=O)c1csnn1)C1CC1 (stereo unspecified)	2.6	-1.1	2.1	2.8	-0.3	-5.4	-0.7	2.0	9.5
COc1cc(NC(=O)N2CCOCC2)cc(OC)c1	0.6	7.1	-1.8	20.0	5.7	-1.1	-11.5	-2.3	0.2
CC(=O)NNc1ncnc2c1cnn2-c1ccc(C)c(C)c1	2.0	0.0	2.5	7.2	2.5	-0.1	11.9	2.1	0.7
COc1cc(C(=O)OCC(=O)NC2CCCCC2)cc2c1OCCO2	x	74.0*	-1.0	2.4	-1.1	2.7	-1.6	4.3	x
COc1cc(NC(=O)Cn2c(=O)n(CC3CCCO3)c(=O)c3cc(OC)c(OC)cc32)cc(OC)c1 (stereo unspecified)	-4.4	-11.9	-3.5	-1.4	-4.1	4.3	-15.6	-0.8	9.2
O=C1CC(NCC2CCCO2)C(=O)N1c1ccc(Cl)cc1 (stereo unspecified)	2.5	8.0	2.0	-3.5	-12.8	0.8	-2.1	4.9	-2.6
